Screening results deposited in PubChem BioAssay by several laboratories.
MMP13 inh: blocks human MMP13 activity. P45452. MMP-13 fTHP FRET cleavage, Mca fluorescence. inhibition, % at 4 µM. 65,000 tested, 0.07% active. AID 570;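 active means inhibition above the mean of compound-free control plate wells plus 3 SD, cut at about 14% in these data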;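 further: 0% = DMSO wells and 100% = wells with reference MMP-13 inhibitor after basal subtraction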
Hsp90 block: displaces geldanamycin probe from tumor Hsp90; NCI-N417 lysate Hsp90, Cy3B-geldanamycin FP displacement; AID 429; inhibition, % at 30 µM; 64,000 tested, 0.35% active;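 active means inhibition above 50%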;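 further: 0% = tracer plus lysate wells and 100% = tracer alone without lysate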
MKP-1 inh: inhibitors of human MKP-1 phosphatase; AID 374; 65,000 tested, 0.15% active; inhibition, %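 (compounds tested at a single concentration somewhere between 10 and 100 µM)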; recombinant MKP-1, OMFP hydrolysis fluorescence;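 active means inhibition above about 50%, limit read from the data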;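 further: 0% = DMSO max control wells and 100% = wells with enzyme stopped by NaOH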
Target sequence (P28562 whole entry, looked up): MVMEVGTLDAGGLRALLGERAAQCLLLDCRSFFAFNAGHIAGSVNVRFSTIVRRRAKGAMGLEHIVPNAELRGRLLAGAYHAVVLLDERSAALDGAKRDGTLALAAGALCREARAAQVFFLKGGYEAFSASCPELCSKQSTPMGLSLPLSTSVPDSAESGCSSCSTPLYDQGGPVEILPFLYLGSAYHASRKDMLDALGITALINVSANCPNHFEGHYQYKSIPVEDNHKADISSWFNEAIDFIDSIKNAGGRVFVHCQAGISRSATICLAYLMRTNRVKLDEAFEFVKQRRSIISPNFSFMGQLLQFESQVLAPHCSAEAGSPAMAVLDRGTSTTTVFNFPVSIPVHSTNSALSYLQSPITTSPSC
FXIa inh mix: blocks human factor XIa in pooled compound mixtures; AID 680; 62,000 tested, 0.19% active; purified FXIa, fluorogenic substrate; P03951; inhibition, % at 5 µM;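 further: each value is inhibition by a whole ten-compound pool holding the compound; 0% = enzyme with no mixture and 100% = wells lacking enzyme; strong numbers were not always called active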
Abs 340nm: compounds absorbing at 340 nm. 65,000 tested, under 10 active. compound absorbance at 340 nm, fold over control. AID 708. fold change at 10 µM;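 active means at 10 µM dose, initial 340 nm absorbance at least 2 fold that of control wells; inactive means change under 2 fold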;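 further: initial absorbance extrapolated from kinetic A340 decline of NADH oxidation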
FXIIa inh mix: blocks human factor XIIa in pooled compound mixtures; AID 684; inhibition, % at 5 µM; P00748; 62,000 tested, 0.2% active; purified FXIIa, fluorogenic substrate;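 further: 0% = enzyme without compound and 100% = no enzyme blank; some results filed as inactive read as strong as hits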
JNK3 inh: JNK3 (human) kinase inhibition. P53779. purified JNK3 kinase activity, HTS. inhibition, % at 8 µM. 60,000 tested, 0.61% active. AID 746; in the data active means inhibition above about 17%;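 further: 0% = DMSO and 100% = reference inhibitor; many of its hits are not listed in these tables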
Target sequence (P53779 whole entry, looked up): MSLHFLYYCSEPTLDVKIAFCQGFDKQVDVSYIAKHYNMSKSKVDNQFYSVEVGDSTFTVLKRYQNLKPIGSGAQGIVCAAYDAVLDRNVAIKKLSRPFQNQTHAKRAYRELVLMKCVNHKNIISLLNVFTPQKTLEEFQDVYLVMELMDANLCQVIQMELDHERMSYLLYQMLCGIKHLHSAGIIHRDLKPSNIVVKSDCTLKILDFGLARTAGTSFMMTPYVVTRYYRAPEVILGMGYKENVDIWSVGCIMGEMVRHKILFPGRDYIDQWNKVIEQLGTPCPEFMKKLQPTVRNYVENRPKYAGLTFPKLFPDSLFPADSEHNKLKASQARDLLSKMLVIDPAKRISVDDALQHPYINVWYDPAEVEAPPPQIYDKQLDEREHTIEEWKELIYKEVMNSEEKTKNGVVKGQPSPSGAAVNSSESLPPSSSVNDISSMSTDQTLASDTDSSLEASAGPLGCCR
AP ELISA ortho: orthogonal test for alternative complement pathway inhibitors; 62,000 tested, 0.08% active; Human serum alternative complement pathway, LPS-coated ELISA, C3 deposition; tested in compound mixtures; AID 1235; inhibition, % at 5 µM;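 active means inhibition above 30% in each of the two pooled mixtures holding the compound, so the lower value exceeds 30%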;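 further: 0% = serum in Mg-EGTA without compound and 100% = EDTA serum blank; some compounds past the cut are filed as inactive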
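Medium: diluted human serum in Mg2+-EGTA GVB++. Assay system: human serum complement alternative pathway, C3 deposition onto LPS. Also added: Plate-bound LPS. Technique: Anti-C3 ELISA, OD 450 nm. Measure: percent inhibition. Incubation: 1 h at 37 °C. Dosing: 5 µM each compound, pools of ten, 50 µM per pool.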
Cdc25B inh: human M-phase inducer phosphatase 2 inhibition. 65,000 tested, 0.1% active. inhibition, %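 (compounds tested at 10 µM final in the well)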. recombinant Cdc25B, OMFP fluorescence Ex485/Em525. P30305. AID 368; in the data active means inhibition above about 50%
* marks the source's active call; other numbers are inactive results; i = inactive; x = not tested or not shown; & = joins results of further samples; [ ] = remark or other dose. Unless noted, no stated cut-off is given here; in the data, active means inhibition above about 20% (passing the limit was not always enough); inactive means the rest.

SMILES	MMP13 inh	Hsp90 block	MKP-1 inh	FXIa inh mix	Abs 340nm	FXIIa inh mix	JNK3 inh	AP ELISA ortho	Cdc25B inh
COc1ccccc1N1CCN(Cc2ccsc2)CC1	-9	-3	1	2	1.1	0	1	-11	5
COc1ccc(NC(=O)NCCN2C(=O)C3C4C=CC(C4)C3C2=O)cc1 (stereo not given)	-5	-2	-15	13	1	-22	6	11	-7
C=CCn1c(SCC(=O)N2CCCC2)nc2cc(C(=O)NCC3CCCO3)ccc2c1=O (stereo not given)	4	-2	1	-26	1	7	x	4	-7
CCOc1ncccc1C(=O)OCC(=O)Nc1ncc(C(F)(F)F)cc1Cl	-2	-6	13	-1	0.99	8	0	20	2
COc1ccc(OC)c(NC(=O)c2nnn(CCc3ccccc3)c2N)c1	0	0	2	-37	1	9	-2	14	3
CC(C)C1N=C2c3ccccc3N=C(SCc3cc(=O)n4cc(Cl)ccc4n3)N2C1=O (stereo not given)	-2	-1	32	0	1.1	4	-1	11	-6
Cc1ccc(NC(=O)c2c(C)nc(Nc3nc4ccccc4o3)nc2C)cc1	1	-4	8	6	1	4	-7	5	-9
COc1ccccc1NC(=O)N(CCCN1CCOCC1)Cc1cc2cc3c(cc2[nH]c1=O)OCO3	0	-1	11	6	1.1	-29	-1	1	-11
CCCCNC(=O)c1cc2c(=O)n3cccc(C)c3nc2n(Cc2ccncc2)c1=N	i[fluorescence artefact?]	3	-3	-22	1.1	4	1	15	1
COc1ccc(-c2ccc(-c3noc(-c4ccc(OC)c(OC)c4)n3)c(OC)n2)cc1	-11	-8	17	6	1.1	1	5	6	-2
Cc1cc(N=Cc2cc(Cl)ccc2O)no1	-2	-5	2	10	1	0	-3	8	-1
CCn1c(SCc2nc3ccccc3c(=O)[nH]2)nnc1-c1cccnc1	4	0	0	9	0.97	3	-1	7	-6
CC(C)NCC(O)COc1ccc(CC(N)=O)cc1 (stereo not given)	-9	-6&-1	-22	2	0.99	7	3	-15	-19
N#C/C(C(=O)N1CCOCC1)=C1/SC=C(c2ccccc2)N1c1ccccc1	4	0	-15	10	1.1	5	-1	11	-15
O=C(O)c1cccnc1Oc1ccccc1	1	-3	3	4	1.1	12	-3	12	0
CN(C)S(=O)(=O)c1ccc(C(=O)Nc2ccc(F)cc2F)cc1	4	-2	-4	-1	1	7	-5	2	-48
O=c1cc(N2CCc3ccccc32)[nH]c(=O)n1-c1ccccc1	5	-6	5	x	1	x	x	x	-16
CC(C)OC(=O)CSc1nnc(CNc2nc(-c3ccccc3)cs2)n1C	-1	-2	8	9	0.96	-17	-5	7	-8
Cc1cc(OCC(=O)Nc2ccc3oc(-c4ccncc4)nc3c2)ccc1Cl	-97	4	-12	-4	1	3	3	-8	9
CCOC(=O)C1=C(N)N(c2ccccc2Oc2ccccc2)C(=O)C1	-5	-2	10	0	1	-5	2	5	-11
C=CCSc1nc(N)c2c(C)c(C)sc2n1	-1	-4	-3	4	0.99	0	0	7	-10
CCCOn1nnnc1-c1ccccc1	-1	1	-3	1	1	9	-1	5	-7
O=C(CSc1nnnn1-c1ccc2c(c1)OCO2)NCc1cccs1	5	0	12	4	0.98	10	1	20	-6
COc1ccc(NC(=O)COC(=O)c2cnccn2)cc1Cl	-8	-5	6	2	1	5	-3	-8	1
CCCCC(=O)NC1(C(F)(F)F)C(=O)N(Cc2ccco2)C(C)=C1C(=O)OC (stereo not given)	5	-7	27	-8	1	2	-6	-20	-6

Copied from the list:
`COc1ccc(OC)c(NC(=O)c2nnn(CCc3ccccc3)c2N)c1` – MKP-1 inh: 2
`CC(C)C1N=C2c3ccccc3N=C(SCc3cc(=O)n4cc(Cl)ccc4n3)N2C1=O` (stereo not given) – JNK3 inh: -1

The list continues.
SMILES	MMP13 inh	Hsp90 block	MKP-1 inh	FXIa inh mix	Abs 340nm	FXIIa inh mix	JNK3 inh	AP ELISA ortho	Cdc25B inh
Cc1nn(C)c(C)c1CNC(=O)c1nn2c(c1Cl)NC(c1cccs1)CC2C(F)(F)F (stereo not given)	-6	2	9	8	1	-2	2	10	2
Nc1nnc(-c2cccnc2)s1	-4	0	3	6	1.1	5	3	12	-9
CCCCn1c(=O)c(Cc2ccccc2)c(O)c2ccccc21	-26	1	-4	12	1	8	1	2	1
CC(=O)NC(O)C(=O)c1ccco1 (stereo not given)	9	-4	-15	3	1	5	-13	12	-2
CCn1c(SCC(=O)c2cc(OC)ccc2OC)nnc1C(C)C	-3	-1	-28	2	1	6	-2	11	-5
CC(=O)c1cn(CC(=O)Nc2ccccc2)c2ccccc12	-5	-1	-1	9	0.99	10	5	-2	-8
COc1ccc(NC(=O)Cn2nnc(-c3ccccc3F)n2)cc1Cl	0	-3	9	-8	1	2	-1	-2	-5
Cc1cc(-c2ccco2)n2c(nc3ccccc32)c1C#N	-3	-7	25	4	1.1	-16	-3	19	8
N#CCSc1nc(Nc2ccc3c(c2)OCO3)c2ccccc2n1	1	0	4	-2	1	2	x	12	-4
N#Cc1cc2c(nc1SCC(O)CS(=O)(=O)Cc1ccccc1)CCCC2 (stereo not given)	0	-9	-6	5	1	34	3	-3	-10
CSc1nsc(SC)c1NC(=O)OC1CCCCC1	1	0	-5	0	1	5	-12	10	-3
CCCS(=O)(=O)C(=C1Nc2ccccc2N1)S(=O)(=O)CCC	-3	0	0	9	0.99	2	4	13	-4
CCCCCCC1/C(=N/O)CCC1C(=O)OC (stereo not given)	1	0	-16	-4	0.99	-4	-1	-1	-12
COc1ccc(C(=O)/C=C/Nc2cc(C)on2)c(OC)c1	9	1	-2	6	1.3	3	-3	7	9
CC(C)CC1NC2(C(=O)N(C)c3ccccc32)C2C(=O)N(C(C)C)C(=O)C12 (stereo not given)	5	2	-9	1	1	3	-4	-15	-6
CC(=O)NCCOc1nc(N(C)C)nc(N2CCOCC2)n1	1	2	1	-17	1	3	-4	14	1
CCNS(=O)(=O)c1ccc(NC(=O)Cn2nc(C(F)(F)F)cc2C)cc1	-4	-4	23	-6	0.97	4	-2	5	-5
O=C(Cn1nnc2c(cnn2-c2ccccc2)c1=O)N1CCN(c2ccccc2F)CC1	-2	-1	9	0	0.9	-7	-4	-7	1
CCCCNC(=O)CC1N=C2c3ccccc3N=C(SCC(=O)Nc3ccc(OC)cc3)N2C1=O (stereo not given)	-2	-2	40	3	1	15	5	12	-15
COC(=O)c1ccc(NC(=O)CSc2nnc(-c3ccncc3)n2C)cc1	-1	1	-31	6	1.1	6	0	7	10
CN1CCN(S(=O)(=O)c2ccc(NC(=O)c3cccs3)cc2)CC1	6	-6	3	3	1	2	-5	-4	-10
COCCn1c(SCc2c(F)cccc2Cl)nc2c1c(=O)[nH]c(=O)n2C	-1	-2	-28	8	1	10	3	4	6
CC(C)OCC(O)CN (stereo not given)	-4	-4	-3	1	1	15	12	-12	0
Oc1ccc(Nc2nc(N3CCCC3)c3ccccc3n2)cc1	-2	3	-17	15	0.98	3	-4	-1	-3
CCOC(=O)c1cnn(CCOC(=O)Cc2cccs2)c1NC(=O)Cc1cccs1	-1	-4	3	6	0.99	1	-6	13	-9
Additional records follow:
SMILES	MMP13 inh	Hsp90 block	MKP-1 inh	FXIa inh mix	Abs 340nm	FXIIa inh mix	JNK3 inh	AP ELISA ortho	Cdc25B inh
Cc1cc(C)n(-c2ccc(Cl)c(C(=O)OCC(=O)N3CCCCC3C)n2)n1 (stereo not given)	3	1	14	2	1	7	-11	8	0
Cc1ccc(-n2ncc3c(N4CCCC(C)C4)ncnc32)c(C)c1 (stereo not given)	-3	-2	-9	8	0.98	3	5	1	-12
O=C(CCS(=O)(=O)c1ccc(Cl)cc1)Oc1ccc2c(c1)OCO2	4	1	-3	2	1	5	-1	0	-2
CCCNC(=O)c1cccc(COCC(F)(F)C(F)F)c1	5	-8	9	9	1	16	-6	19	0
CCc1nnc(NC(=O)CSc2nnc(-c3ccc(OC)cc3)n2C)s1	4	-7	5	1	1	0	-1	16	7
COc1ccc(NC2CC(=O)N(C(C)C)C2=O)cc1 (stereo not given)	1	13	6	-5	1	1	-2	-1	2
CC1Oc2ccccc2N(CC(=O)N2CCCc3ccccc32)C1=O (stereo not given)	3	0	-43	7	0.98	-16	-3	2	-5
CC1(C)CC(=O)C2=C(C1)N(CC1CCCO1)C(=O)NC2(C(F)(F)F)C(F)(F)F (stereo not given)	4	-2	9	1	1.1	1	-12	12	0
O=C(NCCc1ccccc1F)C1CCCN1S(=O)(=O)c1ccccc1 (stereo not given)	1	-2	6	7	0.98	32	-6	23	-2
COc1ccccc1-c1nnc(SCc2ccccn2)n1C	0	-3	-13	4	1	-1	1	-6	9

Gathered by group: those above with a Cl atom
SMILES	MMP13 inh	Hsp90 block	MKP-1 inh	FXIa inh mix	Abs 340nm	FXIIa inh mix	JNK3 inh	AP ELISA ortho	Cdc25B inh
CCOc1ncccc1C(=O)OCC(=O)Nc1ncc(C(F)(F)F)cc1Cl	-2	-6	13	-1	0.99	8	0	20	2
CC(C)C1N=C2c3ccccc3N=C(SCc3cc(=O)n4cc(Cl)ccc4n3)N2C1=O (stereo not given)	-2	-1	32	0	1.1	4	-1	11	-6
Cc1cc(N=Cc2cc(Cl)ccc2O)no1	-2	-5	2	10	1	0	-3	8	-1
Cc1cc(OCC(=O)Nc2ccc3oc(-c4ccncc4)nc3c2)ccc1Cl	-97	4	-12	-4	1	3	3	-8	9
COc1ccc(NC(=O)COC(=O)c2cnccn2)cc1Cl	-8	-5	6	2	1	5	-3	-8	1
Cc1nn(C)c(C)c1CNC(=O)c1nn2c(c1Cl)NC(c1cccs1)CC2C(F)(F)F (stereo not given)	-6	2	9	8	1	-2	2	10	2
COc1ccc(NC(=O)Cn2nnc(-c3ccccc3F)n2)cc1Cl	0	-3	9	-8	1	2	-1	-2	-5
COCCn1c(SCc2c(F)cccc2Cl)nc2c1c(=O)[nH]c(=O)n2C	-1	-2	-28	8	1	10	3	4	6
Cc1cc(C)n(-c2ccc(Cl)c(C(=O)OCC(=O)N3CCCCC3C)n2)n1 (stereo not given)	3	1	14	2	1	7	-11	8	0
O=C(CCS(=O)(=O)c1ccc(Cl)cc1)Oc1ccc2c(c1)OCO2	4	1	-3	2	1	5	-1	0	-2
